Source: PubChem (NCI)
mlh1 rad18: NCI yeast anticancer drug screen, S. cerevisiae mlh1 rad18 strain; % growth inhibition at 50 µM; 79,000 tested, 11% active; AID 175;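 note: 0% = growth of vehicle-only cultures of the same strain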
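Test agents were incubated with a yeast strain of defined genotype (DNA damage repair defect). Inhibition of growth was derived by comparison with vehicle-exposed cultures.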
yeast mec2-1: NCI yeast anticancer drug screen, S. cerevisiae mec2-1 strain | % growth inhibition at 50 µM | 79,000 tested, 9% active | AID 157;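 note: 0% = growth of vehicle-only cultures of the same strain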
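Readout is yeast growth inhibition, normalised to vehicle-treated controls, in the mec2-1 strain exposed to compound.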
sgs1 mgt1: NCI yeast anticancer drug screen, S. cerevisiae sgs1 mgt1 strain; 78,000 tested, 10% active; % growth inhibition at 50 µM;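 note: 0% = growth of vehicle-only cultures of the same strain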
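Percent growth inhibition was derived by comparing compound-exposed mutant yeast with vehicle-exposed cultures. The strain carries alterations in DNA damage repair.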
bub3: NCI yeast anticancer drug screen, S. cerevisiae bub3 mutant strain. 78,000 tested, 9.9% active. growth inhibition, % at 50 µM. AID 167;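 note: 0% = growth of vehicle-only cultures of the same strain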
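Screening used yeast with an engineered genetic alteration affecting cell cycle control. Compound-exposed cultures were compared with vehicle cultures, and reduced growth was taken as inhibition.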
cln2 rad14: NCI yeast anticancer drug screen, S. cerevisiae cln2 rad14 strain. AID 165. % growth inhibition at 50 µM. 78,000 tested, 8.3% active;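 note: 0% = growth of vehicle-only cultures of the same strain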
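Yeast strain cln2 rad14, bearing defects in cell cycle control and DNA repair, serves as the test system; values reflect growth inhibition compared with vehicle.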
yeast rad50: NCI yeast anticancer drug screen, S. cerevisiae rad50 strain | 79,000 tested, 10% active | AID 155 | growth inhibition, % at 50 µM;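 note: 0% = growth of vehicle-only cultures of the same strain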
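Compounds were tested on a yeast strain with an engineered DNA damage repair alteration; the reported value is growth inhibition normalised to vehicle treatment.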
* marks the source's active call; other numbers are inactive results; · = no result given. Cut-off read from the data, not from the text of the source: active = growth inhibition above about 70%; inactive = the rest.

SMILES | mlh1 rad18 | yeast mec2-1 | sgs1 mgt1 | bub3 | cln2 rad14 | yeast rad50
CCCCc1c2c([n+]([O-])c3c1CCCC3)CCCC2 | 20 | 30 | 54 | 17 | -11 | 29
CCN(CC)c1ccccc1S(=O)(=O)O | -6 | -5 | 3 | -7 | -43 | -5
O=NNc1ccc(Sc2ccc(NN=O)nc2)cc1 | 22 | -7 | 8 | -3 | 17 | 5
NC(Cc1cccs1)C(=O)O (stereo not drawn) | -37 | -22 | -28 | -2 | -43 | -32
COCCCNC(=O)C1=CCCN(C)C1 | -3 | -3 | -4 | -2 | -2 | 6
CCCCN=C(C)C(C)=NCCCC | 7 | -9 | -12 | 4 | 3 | 2
Cc1ccc(S(=O)(=O)C23N=NC(C)(C)C2N=NC3(C)C)cc1 (stereo not drawn) | 5 | -20 | -7 | -47 | -58 | -11
Cc1ccc(S(=O)(=O)N2CCC2c2ccccc2)cc1 (stereo not drawn) | -25 | -4 | -18 | -18 | -4 | 5
N#C/C(=C/NC(=S)Nc1ccc(S(N)(=O)=O)cc1)C(N)=O | -24 | -89 | -26 | -20 | -11 | -45
O=c1c(SCc2ccccc2)c(N2CCOCC2)cnn1-c1ccccc1 | 8 | -2 | 23 | 22 | 30 | 28
COC(=O)[C@]1(C)CCCn2c(=O)n(-c3ccccc3)c(=O)n21 | -22 | 11 | -7 | 14 | 10 | 14
O=C(O)C(=O)C(c1ccccc1)c1ccccc1 | -5 | 7 | -21 | -23 | -29 | 0
Cc1ccc(S(=O)(=O)N(Cc2cccc([N+](=O)[O-])c2)c2ccc(C(=O)O)cc2)cc1 | 21 | 5 | 1 | 6 | -13 | 8
Cc1ccc(S(=O)(=O)NCN2C(=O)c3ccccc3C2=O)cc1 | 2 | -4 | · | · | · | -4
O=C1C2=Cc3ccccc3OC2(O)Oc2cc3ccccc3cc21 (stereo not drawn) | -35 | 15 | 0 | -25 | -21 | 17
CCCCCCn1ncc(=O)[nH]c1=O | 9 | -7 | 3 | 7 | -41 | 4
CC1(C2CCC3C4CC=C5CC(O)CCC5(C)C4CCC32C)SCCS1 (stereo not drawn) | -8 | -2 | -11 | -2 | -1 | 9
c1ccc(-c2cc[n+]3c4c2ccc2c(-c5ccccc5)cc[n+](c24)CC3)cc1 | 87* | 52 | 90* | 26 | 74* | 78*
Cc1cc(O)c(/C=N/C(=S)NCc2ccccc2)c(=O)o1 | -15 | -7 | -20 | 2 | -17 | -24
Cn1c(Nc2ccccc2)c(C=Nc2ccccc2)c(=O)n(C)c1=O | -1 | 3 | -8 | -23 | 8 | -2
COc1c(O)ccc(C(=O)O)c1N | -17 | 7 | 14 | 9 | 10 | 13
O=C(Nc1ccc(Cl)cc1)Nc1nnc2nc(C(C(=O)c3ccc(F)cc3)c3nc4nnc(NC(=O)Nc5ccc(Cl)cc5)n4[nH]c3=O)c(=O)[nH]n12 | 99* | 99* | 100* | 99* | 99* | 99*
CCCCCCC1NC(=O)OC1=O (stereo not drawn) | -29 | -13 | -15 | -31 | -60 | -22
NCCC(=O)CN | 13 | -15 | 14 | -11 | 6 | -4
O=C(NNC(=O)c1cccc(F)c1)c1ccccc1 | 5 | -4 | -23 | -13 | -6 | -26
O=NN(CCO)c1nc2ccccc2c2ccccc12 | 3 | 10 | 2 | 17 | 10 | 24
CCCC/C(CC)=N\N=C(/CC)CCCC | 18 | 7 | 18 | 3 | -28 | 7
CCOC(=O)C1=CC(C)(C(=O)OCC)Nc2c(nc(N)[nH]c2=O)N1 (stereo not drawn) | -20 | -13 | -8 | -35 | 4 | -42
CCOC(=O)c1ccc(NC(=O)c2ccccc2)cc1 | 0 | 11 | 5 | -3 | -4 | 8
CN1C(=O)C(=O)N2c3ccc(Cl)cc3C3(c4ccccc4)N=CC12O3 (stereo not drawn) | -3 | 3 | 6 | -8 | 5 | 9
NC(=O)C1=C(O)C(=O)NC1=O | -5 | 2 | 9 | 7 | -30 | 2
O=C(O)c1cc([N+](=O)[O-])cc([N+](=O)[O-])c1/C=C/n1c(=S)[nH]c2ccc([N+](=O)[O-])cc21 | 1 | 9 | 9 | 11 | 40 | 3
FC(F)(F)C(F)(F)c1nc(C(F)(F)C(F)(F)C(F)(F)c2noc(C(F)(F)C(F)(F)F)n2)no1 | -6 | 17 | 15 | -3 | -31 | 8
O=C1CCc2ccc3c(c21)CC1(Cc2ccccc2C1)C3 | -4 | -23 | -18 | 5 | 15 | -13
CC(=O)OC1CCCC2=CC(=O)CCC21C (stereo not drawn) | 2 | -14 | -8 | -6 | -9 | 11
COC(=O)C(C(=O)C(=O)Nc1ccccc1OC)c1csc(-n2nc(-c3ccccc3)cc2-c2ccccc2)n1 (stereo not drawn) | 5 | -8 | -11 | 52 | 21 | 1
NC(=O)c1ccc(NC(=O)CCC(=O)Nc2ccc(C(N)=O)cn2)nc1 | -12 | -3 | -5 | 17 | -49 | -8
CCOP(=O)(OCC)C(NC(=O)OCC(Cl)(Cl)Cl)n1nnc(C(=O)OC)c1C(=O)OC (stereo not drawn) | -1 | 4 | 11 | -1 | 36 | -9
Nc1nc(Cl)nc(NCc2ccccc2)n1 | 1 | 25 | 32 | 5 | 7 | 29
S=C(S)N1CCC(CC2CCN(C(=S)S)CC2)CC1 | -10 | -27 | · | · | · | -14

Part of the list above, limited to bub3 and yeast rad50.
structure	bub3	yeast rad50
CN1C(=O)C(=O)N2c3ccc(Cl)cc3C3(c4ccccc4)N=CC12O3 (stereo not drawn)	-8	9
Nc1nc(Cl)nc(NCc2ccccc2)n1	5	29
COc1c(O)ccc(C(=O)O)c1N	9	13
CC(=O)OC1CCCC2=CC(=O)CCC21C (stereo not drawn)	-6	11
NC(=O)c1ccc(NC(=O)CCC(=O)Nc2ccc(C(N)=O)cn2)nc1	17	-8
COC(=O)C(C(=O)C(=O)Nc1ccccc1OC)c1csc(-n2nc(-c3ccccc3)cc2-c2ccccc2)n1 (stereo not drawn)	52	1

A few values from the entries so far.
Entry of `S=C(S)N1CCC(CC2CCN(C(=S)S)CC2)CC1` under yeast mec2-1: -27
Entry of `CCOC(=O)C1=CC(C)(C(=O)OCC)Nc2c(nc(N)[nH]c2=O)N1` (stereo not drawn) under mlh1 rad18: -20
Entry of `FC(F)(F)C(F)(F)c1nc(C(F)(F)C(F)(F)C(F)(F)c2noc(C(F)(F)C(F)(F)F)n2)no1` under cln2 rad14: -31
Entry of `CC(=O)OC1CCCC2=CC(=O)CCC21C` (stereo not drawn) under sgs1 mgt1: -8
Entry of `CCCC/C(CC)=N\N=C(/CC)CCCC` under yeast mec2-1: 7
Entry of `COC(=O)C(C(=O)C(=O)Nc1ccccc1OC)c1csc(-n2nc(-c3ccccc3)cc2-c2ccccc2)n1` (stereo not drawn) under mlh1 rad18: 5

(cont.)
SMILES | mlh1 rad18 | yeast mec2-1 | sgs1 mgt1 | bub3 | cln2 rad14 | yeast rad50
N#CC(C#N)CN(C1=NCCO1)c1cccc2c1CCCC2 | 14 | 8 | -4 | -12 | -25 | -17
Cc1cc(Cc2ccccc2)c(O)c(Cc2ccccc2)c1 | 43 | 3 | 32 | 12 | 38 | 50
COc1ccc(/C=C/Cc2cc3c(cc2OC)OCO3)cc1 | 3 | -9 | 15 | 13 | -18 | 10
COc1cc(-c2ccc(NC(=O)N3CC3)c(OC)c2)ccc1NC(=O)N1CC1 | 11 | -2 | 8 | 0 | 19 | 9
CCOC1NC(=S)N(C2CCCCC2)C1(C)C (stereo not drawn) | 17 | 1 | 12 | -19 | 76* | 11
CC12C(=O)C(C(c3ccccc3)=C1c1ccccc1)C1C(=O)OC(=O)C12 (stereo not drawn) | -7 | 3 | 0 | -12 | -2 | -7
N#CSc1ccc(Nc2ccc(SC#N)cc2)cc1 | 98* | 98* | 98* | 98* | 98* | 98*
O=C(N/N=C\c1cccc(O)c1)c1ccncc1 | -1 | 12 | -37 | 3 | -19 | 2
CCOC(=O)c1cc2ccccc2n1C | 6 | -3 | 1 | 6 | -66 | 12
CC(C)C[N+](=O)[O-] | 11 | -21 | -4 | -1 | -13 | -23
O=C(Nc1cccc(C(=O)NCCCO)c1)/C(=C/c1ccccc1)NC(=O)c1ccccc1 | 4 | -2 | 1 | -2 | 9 | 0
Clc1ccc(CSc2ncnc3c2ncn3C2CCCCO2)cc1 (stereo not drawn) | 97* | 98* | 98* | 96* | 94* | 98*
Nc1nc(=S)c2ncn(C3OCC(O)C(O)C3O)c2[nH]1 (stereo not drawn) | -7 | 7 | 4 | 10 | -6 | -2
CC1CCc2ccccc2N1C(=O)c1cccc([N+](=O)[O-])c1C(=O)O (stereo not drawn) | 6 | 3 | 27 | 22 | -12 | -6
CC(C)(C(=O)O)c1ccc(C(=O)O)c(Br)c1 | -11 | -14 | -11 | -10 | -9 | -8
CC(C)[C@@H]1OC(=O)[C@@H](C)NC(=O)[C@@H]2CCCN2C1=O | -16 | -7 | -15 | -23 | 6 | -38
CCCCCCCCCCCCCC/[N+]([O-])=C/c1ccc([N+](=O)[O-])o1 | 54 | 45 | 50 | 78* | 30 | 50
CC1Cc2c(cccc2[N+](=O)[O-])C1=O (stereo not drawn) | 7 | 9 | 5 | 18 | -48 | 6
CC1(C)NC(=O)C(C)(C)NC1=O | -15 | 6 | -7 | 48 | -20 | -13
Cc1cc2nc3n(c2cc1C)C(c1c(F)cccc1F)SC3 (stereo not drawn) | 0 | -15 | 9 | 30 | -6 | -7

Rewritten with values under each structure: 3 of the compounds above.
Each structure is followed by: mlh1 rad18	yeast mec2-1	sgs1 mgt1	bub3	cln2 rad14	yeast rad50
- S=C(S)N1CCC(CC2CCN(C(=S)S)CC2)CC1
 : -10	-27	·	·	·	-14
- N#CC(C#N)CN(C1=NCCO1)c1cccc2c1CCCC2
 : 14	8	-4	-12	-25	-17
- Cc1cc(Cc2ccccc2)c(O)c(Cc2ccccc2)c1
 : 43	3	32	12	38	50

The list goes on:
SMILES | mlh1 rad18 | yeast mec2-1 | sgs1 mgt1 | bub3 | cln2 rad14 | yeast rad50
Cc1cccc(CSc2nc(N)nc3ncn(C4CC(O)C(CO)O4)c23)n1 (stereo not drawn) | -20 | 4 | 11 | 2 | -48 | -21
CCNc1ncnc2sc(SCc3ccccc3)nc12 | -37 | -21 | -13 | -31 | -1 | -39
O=C1CSC(c2ccc([N+](=O)[O-])cc2)N1c1nncs1 (stereo not drawn) | 1 | -7 | 7 | -9 | -3 | -11
CC12CCC(/C(=N/O)C1=O)C2(C)C (stereo not drawn) | 4 | -2 | 1 | -2 | -74 | 2
CCOC(=O)c1ccc(NCCCNc2ccc(C(=O)OCC)cc2)cc1 | 10 | 14 | 1 | 5 | 0 | -8
CCC(C)NC(=O)c1ccc(C(C)C)cc1 (stereo not drawn) | -4 | 0 | 0 | 0 | -11 | 10
CCOC(=O)CSc1cc(C)[o+]c(C)c1 | -3 | 6 | 7 | -6 | 15 | 5
CN1C(=O)c2ccccc2C1(c1ccccc1)c1ccccc1 | 57 | 15 | 21 | 45 | 43 | 30
COc1ccc(C(C)=O)cc1C=O | 16 | 10 | -3 | -20 | -13 | 1
COc1ccc2nccc(CNCC(C)O)c2c1 (stereo not drawn) | -7 | -5 | 12 | 21 | -46 | 8
COC(=O)[C@H]1C[C@H]1NC(=O)C(CC(=O)OCc1ccccc1)NC(=O)OCc1ccccc1 (stereo partly drawn) | 3 | 4 | -12 | 2 | -14 | -17
COc1ccc(CCC(=O)O)cc1OC | -8 | -30 | -5 | -10 | 3 | -2
N#CCC(=O)NCc1ccco1 | 13 | -5 | -4 | 10 | -51 | -5
